p53ts 32C tox – cytotoxicity in p53ts cells at permissive temperature. H1299-p53A138V at 32C, ATP luminescence viability, 24 h. Potency, µM (highest dose often 46.1 µM), for inactives: at the highest dose activity change, negative = cytotoxicity, most hits filed as cytotoxic. 130,000 compounds, 0.93% hits. AID 924;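 also: 0% = DMSO and -100% = full killing by reference compound; nearly all actives have a fitted effect of over 55% in size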
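ATP-content luminescence (ATPlite) read-out after 24 h compound exposure at 32C in H1299-p53A138V cells (600/well). Tested up to 46 uM. Normalized to DMSO (0%) and 100 uM tamoxifen (100% killing); Hill-fit AC50.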
IkB sig inh – inhibitors of IkB signaling in ABC-DLBCL cells; Potency, µM (top dose mostly 57.1 µM), without a hit: at the top dose IkBa stabilization activation; 110,000 compounds, 0.04% hits; ABC-DLBCL IkBa-CBG/CBR dual luciferase ratio, 4 h; response scale: scaled: untreated 0%, proteasome inhibitor 100%; active = well fitted curve in the direction sought with a large enough effect in the signal ratio, not every such curve was filed as active; inconclusive = small, poorly fitted or top-dose-only effect, or a change in a side signal; the % refers to the signal ratio;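 also: the direction sought is a rising ratio; 0% = basal untreated cells and 100% = reference inhibitor full response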
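In this assay, an IκBα–CBG68 fusion accumulates when IKK-driven degradation is blocked; native CBR normalizes for cell number. OCI-Ly3 cells were treated 4 h with compound and doxycycline, then green and red light read after Chroma-Glo addition.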
p53ts 39C tox – p53ts cell cytotoxicity, nonpermissive temperature | AID 902 | H1299-p53A138V viability at 39C, ATP luminescence, 24 h | 130,000 compounds, 1.5% hits | Potency, µM (doses to about 46.1 µM), for the others: at the top dose activity change, negative = cell killing, hits mostly cytotoxic; also: nearly all actives have a fitted effect of over 55% in size
Peg3 imprint – induces erasure of genomic imprints in mouse ES cells. mouse ES Peg3-LacZ reporter, beta-gal luminescence, 40 h. 110,000 compounds, 0.02% hits. Potency, µM (top dose mostly 60.7 µM), for the others: top-dose activity change, positive = activation, hits mostly activators;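 also: 0% = negative control wells on the plate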
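Imprint erasure is scored as LacZ activity from the silenced maternal Peg3 allele in feeder-free female ES cells cultured 40 h with LIF. Luminescence is normalized to in-plate negative controls and fitted to the Hill equation.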
Active calls of the source: *; u = inconclusive; x = not tested or not shown; [ ] = remark or other dose. Unless noted, calls follow the shape of the dose curve; as a rule, active = well fitted curve in the direction sought with a large enough effect; inconclusive = small, poorly fitted or top-dose-only effect, or another doubt; inactive = no such curve, though single readings can be large; an effect the other way counts as inactive or inconclusive. Unless noted, % is scaled to controls: 0 for no effect and ±100 for the full control effect; potency is read from the fitted curve at half-maximal effect. Compounds were not picked by outcome; about 1.7% have a hit in one of these screens.

The opening 7 records, to show the layout:
SMILES	p53ts 32C tox	IkB sig inh	p53ts 39C tox	Peg3 imprint
Cc1[nH]c(=S)[nH]c(=O)c1Cc1ccccc1	-28%	-0.9%	-3%	-8%
COc1cc(C2NC(=O)NC(C)=C2C(=O)OCc2ccc(C)cc2)cc(OC)c1O (stereo unspecified)	7%	1.0%	1%	-3%
COC(=O)c1cc(=O)nc2sc(-c3ccc(F)cc3)nn12	-1%	1.1%	6%	-5%
CN(c1cccc(NS(=O)(=O)c2cccs2)c1)S(C)(=O)=O	1%	0.9%	-1%	-10%
CC(C)NC(=O)C1CCN(Cc2cnn(-c3ccccc3)c2-n2cccc2)CC1	8%	-1.3%	-3%	0%
COc1cccc(NC(=O)CNC(=O)Cn2c(C)cc3ccccc3c2=O)c1	5%	-0.2%	18%	15%[10.9 µM]
Cc1cccc(CNC(=O)CCn2ccc3cc(S(=O)(=O)N4CCCC4)ccc32)c1	-8%	u	-11%	1%[10.9 µM]

The whole of this part, from the start:
SMILES	p53ts 32C tox	IkB sig inh	p53ts 39C tox	Peg3 imprint
Cc1[nH]c(=S)[nH]c(=O)c1Cc1ccccc1	-28%	-0.9%	-3%	-8%
COc1cc(C2NC(=O)NC(C)=C2C(=O)OCc2ccc(C)cc2)cc(OC)c1O (stereo unspecified)	7%	1.0%	1%	-3%
COC(=O)c1cc(=O)nc2sc(-c3ccc(F)cc3)nn12	-1%	1.1%	6%	-5%
CN(c1cccc(NS(=O)(=O)c2cccs2)c1)S(C)(=O)=O	1%	0.9%	-1%	-10%
CC(C)NC(=O)C1CCN(Cc2cnn(-c3ccccc3)c2-n2cccc2)CC1	8%	-1.3%	-3%	0%
COc1cccc(NC(=O)CNC(=O)Cn2c(C)cc3ccccc3c2=O)c1	5%	-0.2%	18%	15%[10.9 µM]
Cc1cccc(CNC(=O)CCn2ccc3cc(S(=O)(=O)N4CCCC4)ccc32)c1	-8%	u	-11%	1%[10.9 µM]
COc1cccc(Nc2c(F)c(OC)c(F)c(F)c2C(=O)O)c1	-15%	-2.5%	9%	-7%
Nn1cc(-c2ccccc2)nc1SCC(=O)NCCN1C(=O)CSC1=O	1%	0.7%	0%	-7%
O=C(Nc1ccc2nc(SCC(=O)N3CCOCC3)sc2c1)c1ccc(Br)cc1	-17%	u	10%	-8%[10.9 µM]
C[C@@H]1O[C@@H](O[C@H]2[C@H](Oc3cc(O)c4c(c3)O[C@H](c3ccc(O)cc3)CC4=O)O[C@H](CO)[C@@H](O)[C@@H]2O)[C@H](O)[C@H](O)[C@H]1O	9%	x	6%	-6%
COc1cccc(NC(=O)c2c(C)nn(-c3cccc(C)c3)c2-n2cccc2)c1	16%	u	25%	-6%[10.9 µM]
CC1(C)CC(=O)C=C(Nc2cccc(O)c2)C1	0%	3.2%	8%	9%
CC(C)COC(=O)CCn1[nH]c(=O)c2ccccc2c1=O	7%	-0.3%	-1%	-8%
CCOc1ccc(-c2cc(NC(=O)c3cccc(Cl)c3)c(C(=O)OC)s2)cc1	-3%	0.1%	-15%	-5%[10.9 µM]
COc1ccc(C(=O)N2CCC3(CCCN(C(c4ccccc4)c4ccccc4)C3)CC2)cc1	-20%	2.4%[11.4 µM]	u	x
O=C(COC(=O)CCC(=O)c1cccs1)Nc1ccc(S(=O)(=O)N2CCOCC2)cc1	-3%	-0.8%	-6%	2%
CCCCC1CCC(C(=O)N2CC(=O)Nc3ccc(F)cc3C2c2ccc(F)cc2)CC1 (stereo unspecified)	12%	u	-19%	-12%[10.9 µM]
CCN(CC)C(=O)c1ccc(C)c(Br)c1	4%	1.7%	3%	-7%
C=CCNC(=O)c1ccccc1NC(=O)Nc1ccccc1	-9%	4.7%	-23%	-58%[inhibitor]
COc1ccc(Br)cc1-c1noc(-c2ccccc2)n1	-23%	-1.9%	-9%	30%
COc1ccc(CCNc2cc(=O)[nH]c(N)n2)cc1	-8%	-0.2%	4%	-2%
CC(C)c1cc(C(F)(F)F)n2nc(C(=O)Nc3ccc4c(c3)OCO4)cc2n1	-15%	-0.1%	-13%	-15%
O=C1Nc2cc(Cl)ccc2C1(N1CCNCC1)C(F)(F)F (stereo unspecified)	-8%	-1.1%	-3%	-10%
Cn1nnnc1SCCNCc1cccnc1	6%	0.3%	2%	6%
O=C(CSc1n[nH]c(-c2cccs2)n1)NCc1cccs1	6%	0.8%	-1%	-12%
O=C(c1ccco1)N1CCN(C/C=C/c2ccccc2)CC1	2%	-2.1%	-12%	-14%
COc1cccc(-n2nnc3c(=O)n(Cc4cccc(C)c4)cnc32)c1	12%	0.3%	13%	-18%
CCCOC(=O)c1ccc(NC(=O)c2ccoc2C)cc1	-7%	4.6%	-3%	-91%[inhibitor]
COc1ccc(CC(=O)NCc2ccc3c(c2)CCN3C(=O)c2ccccc2)cc1OC	9%	1.3%	-1%	-16%[10.9 µM]
COc1ccc2oc(-c3ccccc3)c(C(N)=O)c2c1	-11%	1.3%	-3%	3%
N=c1oc2c3c4c(cc2cc1C(=O)Nc1ccccc1)CCCN4CCC3	-19%	u	-5%	0%
Cc1cc(C)n(-c2nc3ccccc3nc2Nc2cccc(C(F)(F)F)c2)n1	-3%	u	33%[activator]	-7%[10.9 µM]
CS(=O)(=O)NC1c2cccc3cccc(c23)C1Sc1nncn1/N=C/c1ccco1 (stereo unspecified)	6%	3.7%	8%	16%
Cc1ccc(NC(=O)CS(=O)CC(=O)NC2CCN(Cc3ccccc3)CC2)c(C)c1 (stereo unspecified)	-5%	8.0%	-3%	-16%
O=C(Cn1cc2c(n1)CCCCC2)Nc1ccc(F)cc1F	-1%	-3.2%	18%	-13%
Cn1c(-c2ccc3c(c2)OCO3)cnc1NCc1ccc(Cl)cc1	-14%	1.1%	-12%	-48%[inhibitor]
Cc1ccc(N2CC(C)Cn3c2nc2c3c(=O)n(CC(=O)O)c(=O)n2C)cc1 (stereo unspecified)	1%	-2.3%	10%	6%[10.9 µM]
CCCC(=O)Nc1ccc(S(=O)(=O)Nc2cc(C)nc(C)n2)cc1	-4%	0.3%	-2%	6%
CCOC(=O)c1[nH]c(C)c(C(=O)NC2CCCC2)c1C	-5%	-5.2%	2%	5%
O=C(Nc1ccc(S(=O)(=O)N2CCc3ccccc32)cc1)c1ccc2c(c1)OCO2	7%	5.9%	2%	-19%
O=C(CCC1N=C2c3ccccc3N=C(SCc3ccc(F)cc3)N2C1=O)NCCc1ccccc1 (stereo unspecified)	15%	u	-7%	14%[10.9 µM]
CCCOc1ccc(-c2nnn(CC(=O)OCC)n2)cc1	-23%	1.8%	-25%	-16%
COc1nc(-c2ccccc2)cc(C(F)(F)F)n1	0%	1.4%	12%	-8%
CC(C)[C@]1(Cl)CC[C@@H]2[C@]3(C)CCC[C@@](C)(C(=O)O)[C@H]3C[C@H](Cl)[C@@]2(Cl)[C@H]1Cl	9%[9.22 µM]	0.8%[11.4 µM]	12%[9.22 µM]	u
Cc1occc1C(=O)Nc1cc(C(C)(C)C)on1	-28%	-1.4%	-19%	-93%[inhibitor]
O=c1[nH]c(SCc2ccccc2)nc2c1CCCC2	2%	-2.8%	-6%	-8%[10.9 µM]
CCOc1ccc(NC(=O)CC2C(=O)N(c3ccc(Cl)cc3)C(=O)N2Cc2cccs2)cc1 (stereo unspecified)	-1%	1.8%	-19%	-6%[10.9 µM]
Cc1ccc(-c2nc(CS(=O)(=O)CC(=O)NCc3ccc(Cl)cc3)c(C)o2)cc1	-1%	u	-10%	22%[10.9 µM]
CCOC(=O)c1sc(NC(=O)C(CC)Sc2nnc3c4ccccc4n(CC)c3n2)nc1C (stereo unspecified)	2%	-1.0%	-11%	-7%
Cc1cccc(CC(=O)N2CC(=O)Nc3ccc(C)cc3C2c2ccc(F)cc2)c1 (stereo unspecified)	6%	u	1%	-9%[10.9 µM]
COc1ccc(CNC(=O)CN2C(=O)COc3ccc(S(=O)(=O)N4CCC(C)CC4)cc32)cc1	6%	-0.6%	14%	-12%[10.9 µM]
Cc1cc(C)n(-c2nc(-n3nc(C)cc3C)c3c4c(sc3n2)COC(C)(C)C4)n1	0%	x	-5%	x
O=c1ccc2ccc(OCc3nnc(-c4ccccc4Br)o3)cc2o1	-7%	-0.8%	-6%	-21%
C=C[C@@]1(C)CC(=O)[C@@]2(O)[C@@]3(C)[C@@H](O)CCC(C)(C)[C@@H]3[C@H](OC(=O)CCN(C)C)[C@H](OC(C)=O)[C@@]2(C)O1	-18%	1.3%	5%	2%
CC1(C)Cc2c(C#N)c(OCC(=O)c3ccc(Cl)cc3)nc(-c3ccco3)c2CO1	8%	2.3%	7%	-19%
CC(Nc1ccc(-c2nc(-c3ccco3)no2)cc1[N+](=O)[O-])c1ccccc1 (stereo unspecified)	-5%	-1.1%	1%	20%[10.9 µM]
CCOc1ccc(CCNC(=O)C2CCN(C(=O)N3CC(CC)Oc4ccc(C)cc43)CC2)cc1 (stereo unspecified)	4%	4.7%	-24%	-11%[10.9 µM]
CCOC(=O)C1=C(CNCCc2ccc(Cl)cc2)NC(=O)NC1c1ccc2c(c1)OCO2 (stereo unspecified)	-3%	u	15%	-6%
CCOC(=O)C1CCN(c2ncnc3c2oc2ccc(Cl)cc23)CC1	1%	-1.8%	2%	-8%

The list continues.
SMILES	p53ts 32C tox	IkB sig inh	p53ts 39C tox	Peg3 imprint
CCc1ccc2oc(-c3cc(NC(=O)C(C)C)cc(C)c3O)nc2c1	-6%	u	11%	-3%[10.9 µM]
CCN(CC)c1cc(C)c2cc(NC(=O)/C=C/c3cc(OC)c(OC)c(OC)c3)ccc2n1	u	2.0%	u	-10%[10.9 µM]
Cc1cc(C)nc(/N=C(/NC(=O)Nc2ccc(Cl)c(Cl)c2)Nc2cccc(Cl)c2)n1	-14%	x	-10%	x
CC1CCN(S(=O)(=O)c2cn(CC(=O)Nc3ccc(F)cc3)c(=O)c3ccccc23)CC1	-5%	u	-22%	25%[10.9 µM]
Cc1ccc(Cl)cc1N1CCN(C(=O)C2CCN(S(=O)(=O)c3cccnc3)CC2)CC1	-6%	u	-8%	-17%
Cc1ccc(NC(=O)CS(=O)CC(=O)N(c2ccc(C)cc2)C(C)C(=O)NC2CCCCC2)cc1 (stereo unspecified)	-20%	x	5%	x
N#Cc1cccc(NC(=O)CC2CCCCC2)c1	2%	0.3%	5%	5%
CCc1ccccc1NC(=O)CN(c1ccc(OC)cc1)S(=O)(=O)c1c(C)n[nH]c1C	13%	0.2%	-10%	-10%[10.9 µM]
CCCN1C(=O)C(Cc2nc3ccccc3c(=O)n2CC)c2cc(Br)ccc21 (stereo unspecified)	17%	u	10µM*	-26%[10.9 µM]
Cc1cccc(CSc2ncc(Cl)c(C(=O)Nc3nc4ccc(F)cc4s3)n2)c1	15%	1.3%	-25%	20%[10.9 µM]
CC(=O)Nc1ccc(NC(=O)CN2C(=O)CCc3cc(S(=O)(=O)N4CCCCC4)ccc32)cc1	1%	0.5%	-9%	-4%[10.9 µM]
c1cncc(-c2nnc3n2CCC3)c1	3%	-0.2%	-4%	-9%
O=C(c1cnc(N2CCOCC2)c2ccccc12)N1CCN(c2ccc(F)cc2)CC1	20%	-0.7%	u	15%[10.9 µM]
O=C(CCCCn1c(=O)c2ccccc2n(Cc2cccc(F)c2)c1=O)NCc1ccc2c(c1)OCO2	-18%	0.0%	6%	-12%[10.9 µM]
COc1ccc(NC(=O)CCS(=O)(=O)c2nc(-c3ccc4c(c3)OCO4)cc(C(F)(F)F)n2)cc1OC	u	u	33%[activator]	-2%[10.9 µM]
CCc1nn2c(=O)cc(COC(=O)c3ccc(NC(=O)COc4ccc(C)cc4)cc3)nc2s1	-3%	0.0%	0%	-4%[10.9 µM]
CC1(C)CC(O)C(CCC(O)c2ccccc2)C(C)(C)N1 (stereo unspecified)	-3%	-2.3%	-4%	25%
CC1CCN(C(=O)CN2c3ccc(C(C)C)cc3-c3ccccc3S2(=O)=O)CC1	-1%	u	-17%	-19%[10.9 µM]
CC1CCN(C(=O)c2cccc(S(=O)(=O)N3CCCCC3)c2)CC1	-2%	-1.9%	3%	-18%
Cc1nn(C)c(C)c1N1C(=O)c2cccc3c(Br)ccc(c23)C1=O	-10%	x	47%[activator]	x
CC(=O)/C=C1/SC(CC(=O)O)C(=O)N1c1ccccc1 (stereo unspecified)	3%	x	33%	x

Screening data as filed in PubChem.
